# PP1 counter – PP1-alpha phosphatase inhibitors, primary screen, counter-screen for PP5 inhibitor project, biochemical, fluorescence, OMFP substrate, single point; AID 2235, 2010; 320,000 compounds, 0.9% hits; purified PP1alpha; inhibition, % at 6.7 µM; Serine/threonine-protein phosphatase PP1-alpha catalytic subunit (Homo sapiens), P62136;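 active means inhibition above the mean inhibition of all tested compounds plus 3 SD, computed separately for each screening campaign, cut at about 15% in these data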
# PP5 primary – PP5 phosphatase inhibitors, primary screen, biochemical, fluorescence; Serine/threonine-protein phosphatase 5 (Homo sapiens), P53041; purified PP5c, OMFP substrate fluorescence; inhibition, % at 6.7 µM; 320,000 compounds, 0.18% hits; AID 1987, 2009;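 active means inhibition above the campaign's mean inhibition across all tested compounds plus 3 SD, cut at about 9.5% in these data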;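 further: 0% = DMSO only and 100% = 100 µM cantharidin control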
# Target sequence (P53041 whole entry, looked up): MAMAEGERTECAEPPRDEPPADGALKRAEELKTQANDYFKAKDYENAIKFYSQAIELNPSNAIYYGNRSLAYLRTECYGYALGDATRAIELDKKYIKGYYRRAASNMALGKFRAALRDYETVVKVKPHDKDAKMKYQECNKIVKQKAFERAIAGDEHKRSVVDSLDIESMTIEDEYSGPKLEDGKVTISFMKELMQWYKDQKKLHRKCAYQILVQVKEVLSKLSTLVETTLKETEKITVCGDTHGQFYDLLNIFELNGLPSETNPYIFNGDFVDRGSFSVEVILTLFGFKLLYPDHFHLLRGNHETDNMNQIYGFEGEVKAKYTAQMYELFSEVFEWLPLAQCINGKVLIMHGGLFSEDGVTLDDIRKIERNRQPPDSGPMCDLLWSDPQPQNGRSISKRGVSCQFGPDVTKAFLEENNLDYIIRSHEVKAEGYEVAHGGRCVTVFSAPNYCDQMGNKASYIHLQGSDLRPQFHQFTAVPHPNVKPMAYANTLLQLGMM
# TPT1 inhibitor – Candida albicans TPT1 enzyme inhibitors, primary screen, biochemical, fluorescence polarization; 300,000 compounds, 0.81% hits; tRNA 2'-phosphotransferase TPT1 (Candida albicans SC5314); recombinant caTPT1, FP RNA substrate dephosphorylation; inhibition, % at 5 µM;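 active means inhibition above the mean of all tested compounds plus 3 SD, set per screening campaign, cut at about 24% in these data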;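 further: plate controls were DMSO alone for no effect and ferristatin control at 100 nM for full effect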
# Efflux pump inh – inhibitors of Candida efflux pumps in yeast, primary screen, S. cerevisiae, Nile Red, multiplex | S. cerevisiae Candida pump triplex | inhibition, % at 10 µM | 330,000 compounds, 0.44% hits;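 active means plate passing quality check with inhibition over a set limit, or well fluorescence over plate mean plus 4 SD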;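 further: Nile Red retained in pooled yeast measured as flow cytometry median fluorescence; 0% = buffer negative control and 100% = Enniatin B positive control; higher means more Nile Red kept so more efflux inhibition; some compounds called inactive have numbers as strong as hits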
# HCV core dimer – inhibitors of HCV core protein dimerization, primary screen, biochemical, TR-FRET, high-throughput. TR-FRET GST/Flag-core106 dimerization, 1536-well. inhibition, % at 5 µM. 300,000 compounds, 0.33% hits. AID 1899, 2009;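 active means inhibition above the mean of all tested compounds plus 3 SD, set per screening campaign, cut at about 45% in these data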
#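 Assay system: Tagged HCV core106 pair (GST and Flag) | Buffer or medium: KF-containing HEPES buffer, pH 7.45, DTT, CHAPS, BSA | Also added: Eu donor and XL665 acceptor anti-tag antibodies | Dosing: One concentration, 5 µM, in 0.5% DMSO | Timing: 4 h at 22.5 °C | Technique: TR-FRET 671 and 617 nm emission | Repeats: Singlicate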
# procasp3 activ – activators of human procaspase-3 D3A mutant, primary screen, biochemical, absorbance, PC-3 D3A mutant, single concentration. recombinant procaspase-3 D3A, Ac-DEVD-pNA absorbance 405 nm. activation, % at 8.5 µM. 330,000 compounds, 0.11% hits;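 active means activation above the mean of all tested compounds plus 3 SD, cut at about 21% in these data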;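 further: 0% = DMSO alone and 100% = DMSO wells spiked with extra 5 µM PC-3 D3A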
#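 Test system: Procaspase-3 D3A mutant; medium: Zinc-free HEPES/NaCl buffer with 0.01% Triton X-100 at pH 7.4; reagent: DEVD-pNA substrate; doses: one concentration, 8.5 µM nominal, 0.8% DMSO; times: 1 h preincubation plus 2 h reaction at 25 °C; signal: Epi-absorbance at 405 nm of released p-nitroaniline, 0 and 120 min; replicates: singlicate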
# procasp7 counter – procaspase-7 activators, primary screen, counter-screen for procaspase-3 activator project, biochemical, absorbance, HTS, human | AID 463210, 2010 | activation, % at 8.5 µM | Caspase-7 (Homo sapiens), P55210 | 330,000 compounds, 0.093% hits | recombinant procaspase-7, Ac-DEVD-pNA absorbance 405 nm; D23A/D198A/D206A triple mutant, cannot self-cleave; scale: DMSO 0, 5 µM enzyme 100;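 active means percent activation above the screen-wide mean plus 3 SD, cut at about 25% in these data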
#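 System: Uncleavable procaspase-7 mutant enzyme; Amount: 2 µM procaspase-7 mutant as dispensed; Schedule: 1 h compound preincubation, 2 h substrate cleavage, 25 °C; Measured by: 405 nm absorbance of p-nitroaniline; Evaluation: percent activation from buffer-corrected 0–120 min absorbance change; Control set: low DMSO alone, high DMSO plus 5 µM PC-7.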
# JMJD2C inh – inhibitors of GASC-1 histone demethylase, primary screen, biochemical, fluorescence, DELFIA europium; 330,000 compounds, 0.069% hits; GST-JMJD2C(1-420) H3K9me3 demethylation; inhibition, % at 2.35 µM; AID 2099, 2009; Lysine-specific demethylase 4C (Homo sapiens), Q9H3R0;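 active means more than half of a compound's replicate wells show inhibition beyond 50%, single wells judged on their own value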;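 further: signal counts dimethyl H3K9 product captured on neutravidin plate; 0% = median of DMSO wells and 100% = 0.3 times that DMSO median; strong numbers were not always called active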
# Target sequence (Q9H3R0 1-420 limits assumed): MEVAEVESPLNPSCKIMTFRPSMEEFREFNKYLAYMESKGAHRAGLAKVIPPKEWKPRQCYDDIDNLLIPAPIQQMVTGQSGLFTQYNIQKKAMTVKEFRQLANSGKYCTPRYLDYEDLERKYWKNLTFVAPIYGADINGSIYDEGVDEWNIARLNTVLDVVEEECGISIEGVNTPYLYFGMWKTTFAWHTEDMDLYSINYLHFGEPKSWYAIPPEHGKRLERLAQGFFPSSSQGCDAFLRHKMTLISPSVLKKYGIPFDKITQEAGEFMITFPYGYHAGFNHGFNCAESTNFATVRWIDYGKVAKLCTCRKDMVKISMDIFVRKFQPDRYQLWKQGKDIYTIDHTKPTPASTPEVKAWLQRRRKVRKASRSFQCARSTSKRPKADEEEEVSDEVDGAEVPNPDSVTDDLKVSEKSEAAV
# CTSL1 counter – Fasciola hepatica cathepsin L1 inhibitors, primary screen, counter-screen for PFM18AAP inhibitor project, biochemical, QFRET, fluorogenic peptide substrate. recombinant F. hepatica cathepsin L1, Z-Leu-Arg-MCA fluorescence. inhibition, % at 5.96 µM. 300,000 compounds, 0.49% hits. AID 1906, 2009;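 active means inhibition above the mean of all tested compounds plus 3 SD, set per screening campaign, cut at about 17% in these data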;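 further: 0% = plate median of test compound wells and 100% = 1 µM Z-Phe-Ala-diazomethylketone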
# An asterisk follows results filed as active; / = no result given. A portion of the library (hit frequency here may not be typical).
SMILES,PP1 counter,PP5 primary,TPT1 inhibitor,Efflux pump inh,HCV core dimer,procasp3 activ,procasp7 counter,JMJD2C inh,CTSL1 counter
CCCOc1ccc(N2C(=O)CC(N3CC=C(c4ccccc4)CC3)C2=O)cc1 (centres undefined),4,2.2,3,-0.1,10,-8,3,-2,1
COc1ccc(/C=C2\C(=O)NC(=O)N(CCC3=CCCCC3)C2=O)c(OC)c1,3,2.5,16,0.2,-2,-16,-18,-13,-2
COc1ccc(OC)c(CNCCc2ccc(OC)c(OC)c2)c1,-1,-0.3,3,0.1,-6,8,7,58,-1
COc1ccc(F)cc1C(=O)C1CCCN(Cc2cnc(C)s2)C1 (centres undefined),-3,0.9,4,0.0,-2,3,0,-12,0
Cc1nc2ccccc2c(=O)n1-c1ccccc1C(F)(F)F,-5,4.8,0,0.2,2,-5,-3,-5,-5
CCCc1nnc(NC(=O)CCC(=O)N2CCN(CCOC(c3ccccc3)c3ccccc3)CC2)s1,1,2.6,2,-0.4,9,1,3,4,4
COc1ccc(CC(=O)Nc2ccc(C#N)c(Cl)c2)cc1S(=O)(=O)N1CCOCC1,-2,5.1,2,0.1,1,-10,1,-2,1
Cc1ncc(CN2CCCC(C(=O)c3ccc(C(C)(C)C)cc3)C2)s1 (centres undefined),5,2.1,-2,0.1,-2,3,7,-2,2
Fc1ccc(CCNCc2cccc(Cl)c2)cc1,4,1.0,-1,0.0,1,5,3,8,0
Cc1ccc(OCC(=O)N2CCN(CC3CC4C=CC3C4)CC2)cc1 (centres undefined),-1,2.3,-4,0.0,-11,6,-7,-17,5
O=C(O)CC1OCC=C2CN3CCC45c6ccccc6NC4C1C2CC35 (centres undefined),-1,0.4,-2,0.0,0,1,2,11,18*
CC(=NCC1CCCO1)c1c(O)n(C)c(=O)n(C)c1=O (centres undefined),-1,-1.2,0,0.2,-5,-6,9,-102,3
CCN(CC)C(=O)c1ccc(NC(=O)COc2ccc([N+](=O)[O-])cc2Cl)cc1,0,4.0,-3,19*,-5,11,11,13,-1
Cc1ccc(-n2c(O)c(C=NCCN(C)C)c(=O)[nH]c2=O)cc1,-3,3.2,2,0.4,-4,6,2,4,-3
COC(=O)C1=C(c2ccc(F)cc2OCc2ccccc2)C[C@@H]2CC[C@H]1N2C(=O)NC1CC1,-3,0.7,/,0.1,/,1,-2,-18,/
Cc1ccc(C)c(C2(O)CC(C)N(C)CC2C)c1 (centres undefined),-3,2.5,1,0.3,1,6,-1,5,3
CCOC(=O)[C@@H]1[C@H]2COc3ccc(Br)cc3[C@@H]2N2C(=O)N(c3cccc(C)c3)C(=O)[C@]12C,-3,0.6,1,0.0,13,12,8,-6,0
O=P(NS(=O)(=O)c1ccc(Br)cc1)(Oc1ccccc1)Oc1ccccc1,1,0.1,-1,0.0,11,3,6,-7,4
Fc1ccc(CNCCc2c[nH]c3ccccc23)cc1,-4,0.2,1,0.0,5,-1,-1,3,0
CCOP(=O)(C#CC(C)(C)C)C(O)(c1ccccc1)C(F)(F)F (centres undefined),0,0.1,-2,-0.1,3,-6,9,-39,3
O=C(O)CCn1cc(C=C2C(=O)NC(=S)NC2=O)c(-c2cccc(Cl)c2)n1,-7,-3.1,-1,0.0,3,1,-6,1,3
Cn1c(O)c(N=Nc2cccc(S(=O)(=O)N3CCOCC3)c2)c(=O)n(C)c1=O,-1,-0.3,-1,-0.1,1,0,3,-8,5
COc1cccc(CCNCc2ccc(SC)cc2)c1,1,0.9,-1,0.0,-6,1,5,4,-1
O=c1[nH]c(=S)n(C2CC2)c(O)c1/C=N/Nc1cccc2ccccc12,6,1.2,5,0.3,27,-15,-6,3,3
COc1ccc(-n2c(C)cc(C(=O)C[N+]34CCN(CC3)CC4)c2C)cc1,1,-1.6,-1,-0.1,2,6,0,-8,1

# (list continues)
SMILES,PP1 counter,PP5 primary,TPT1 inhibitor,Efflux pump inh,HCV core dimer,procasp3 activ,procasp7 counter,JMJD2C inh,CTSL1 counter
CCN1CCN(c2nc3c(c(=O)[nH]2)CCC3)CC1,1,-2.8,0,0.0,1,1,1,6,2
CCCc1c(C)nc(SCC(=O)C(C)(C)C)nc1OC(=O)N(C)C,6,0.8,0,0.1,-2,-3,-5,3,2
CC(C)C/C(=N/O)c1c[nH]c2ccccc12,0,-0.3,-4,0.0,-5,-5,9,-2,1
CCCCn1c(O)c(C(CC)=NCCN2CCOCC2)c(=O)[nH]c1=O,3,2.2,2,0.1,-5,-7,-10,2,0
O=P(Oc1ccccc1)(Oc1ccccc1)C(O)c1ccccc1 (centres undefined),-5,4.2,2,0.0,15,-2,2,3,-6
CC(=NCCCn1ccnc1)c1c(O)n(C2CCCCC2)c(=O)[nH]c1=O,-4,-2.1,2,0.1,-1,2,-4,0,0
O=C(N/N=C/c1c(O)n(Cc2ccccc2)c(=O)[nH]c1=O)c1ccncc1,0,-2.1,4,0.0,1,-15,-16,10,5
O=C(Nc1c(F)cc(F)cc1F)c1cccn(Cc2ccccc2)c1=O,-1,3.0,-4,0.8*,-1,2,-6,0,-3
OC(Cc1ccccc1)(c1ccccc1)C1CN2CCC1CC2 (centres undefined),-2,-0.2,-3,0.2,-2,-7,6,-1,-3
Cc1cc(N2CCCCC2)ccc1C=C1C(=O)N(C)C(=S)N(C)C1=O,-3,-3.0,17,0.1,1,-29,-22,0,6
CCOC(=O)C1(CCc2ccccc2)CCN(C2CCSCC2)CC1,-1,3.2,3,0.0,0,4,-10,-4,4
NC(=O)c1ccc(OCCC(O)N2CC=C(c3ccc(F)cc3)CC2)cc1 (centres undefined),2,2.8,1,0.0,-5,6,-1,/,0
Cc1cc(/C=C2\C(=O)NC(=O)N(c3cccc(F)c3)C2=O)c(C)n1-c1ccc(C(=O)O)c(Cl)c1,-3,-0.1,9,0.0,14,-3,2,3,-2
CCOC(=O)COc1ccc2c(c1)c(C(C)=O)c(C)n2Cc1ccccc1,-5,2.1,4,0.2,4,-5,8,-10,-4
CC/C(CC(c1ccccc1)c1c(O)c2ccccc2oc1=O)=N\NC(N)=S (centres undefined),-4,-1.3,0,1.0,-4,4,13,1,-2
Cc1ccccc1N1C(=O)NC(=O)/C(=C/c2ccc(N3CCOCC3)o2)C1=O,11,1.1,123*,0.1,-8,0,-28,-32,11
CC1(C)C2CC=C(CN3CCOCC3)C1C2 (centres undefined),8,2.4,3,0.2,0,-5,-7,-29,-6
O=C1NC(=O)C(=Cc2cc([N+](=O)[O-])ccc2N2CCCCC2)C(=O)N1,-3,3.5,-2,0.3,-1,6,5,1,2
COC(=O)C1=C(c2ccc(Cl)c(C(F)(F)F)c2)C[C@@H]2CC[C@H]1N2C(=O)NCC1CC1,-1,-0.8,/,0.3,/,5,2,5,/
Cc1cc(C(=O)N2CCC3(CC2)OCCO3)no1,-13,-3.5,4,0.6,-2,7,4,-18,-1
Cn1c(O)c(/C=N/NC(=O)c2ccncc2)c(=O)n(C)c1=S,1,-0.3,116*,-0.1,0,-14,-26,-31,-2
CC(C)n1c(=O)c(C=Nc2ccc(F)cc2)c(O)n(Cc2ccco2)c1=O,-2,2.6,3,-0.1,23,-9,-5,-6,0
Clc1cc(Cl)c(-c2cc(Cl)c(Cl)cc2Cl)cc1Cl,2,2.5,/,0.3,/,-2,0,10,/
Cc1nn(Cc2ccccc2)c(Cl)c1C(=O)OCC(=O)Nc1cccc2ccccc12,1,2.9,-1,0.7,13,0,19,2,1
CCOC(=O)C(O)(c1ccc(NC(=O)c2ccco2)c(OC)c1)C(F)(F)F (centres undefined),2,1.9,3,0.0,-9,1,0,4,-1

# (list continues)
SMILES,PP1 counter,PP5 primary,TPT1 inhibitor,Efflux pump inh,HCV core dimer,procasp3 activ,procasp7 counter,JMJD2C inh,CTSL1 counter
CN(C)S(=O)(=O)c1cc(NC(=O)C[N+]23CCN(CC2)CC3)ccc1Cl,-4,1.2,-5,0.1,4,-2,7,-10,-1
CCN1C(=O)/C(=C/c2ccc3c(c2)CCN3CCCCl)C(=O)NC1=S,3,1.6,19,0.2,84*,-16,-18,24,5
O=C(CN1CCN(Cc2ccc(Cl)cc2)C1=O)N1CCC2(CC1)OCCO2,-2,0.9,1,-0.1,-5,-1,-2,-3,-2
CCOCCN1CCC(OC(C)=O)C(C)C1 (centres undefined),-4,1.7,1,0.0,-7,3,9,9,-2
COC(=O)C1=C(c2cc3ccccc3o2)C[C@@H]2CC[C@H]1N2C(=O)NCCNC(C)=O,3,2.1,-4,0.0,8,-3,9,-2,0
Cc1nc2ccc(Cl)cc2c(=O)n1-c1ccc([N+](=O)[O-])cc1,-4,-2.1,2,0.1,2,7,6,-2,-2
C=CCn1c(O)c(C=Nc2c(C)n(C)n(-c3ccccc3)c2=O)c(=O)[nH]c1=O,0,1.4,38*,0.2,-3,9,6,5,0
COc1ccc2c(c1OC)C(=O)OC2C1c2cc3c(cc2CCN1C)OCO3 (centres undefined),-1,0.6,2,0.0,2,-1,4,4,-4
O=c1c2ccccc2nc(-c2ccccc2)n1-c1ccc(O)cc1,-5,0.6,-2,0.1,1,4,2,-11,-1

# Record cards, as listed above. Order of values: PP1 counter | PP5 primary | TPT1 inhibitor | Efflux pump inh | HCV core dimer | procasp3 activ | procasp7 counter | JMJD2C inh | CTSL1 counter
# COC(=O)C1=C(c2cc3ccccc3o2)C[C@@H]2CC[C@H]1N2C(=O)NCCNC(C)=O is entered as 3 | 2.1 | -4 | 0.0 | 8 | -3 | 9 | -2 | 0
# Cc1nc2ccc(Cl)cc2c(=O)n1-c1ccc([N+](=O)[O-])cc1 is entered as -4 | -2.1 | 2 | 0.1 | 2 | 7 | 6 | -2 | -2
# C=CCn1c(O)c(C=Nc2c(C)n(C)n(-c3ccccc3)c2=O)c(=O)[nH]c1=O is entered as 0 | 1.4 | 38* | 0.2 | -3 | 9 | 6 | 5 | 0

# Compound activity from PubChem BioAssay.
